# Screens as filed in PubChem.
# HTR5A ag = HTR5A agonists in luminescence cell assay, primary screen, counter-screen for OPRM1-OPRD1 heterodimer agonist project, full-deck HTS. activation, % at 9.3 µM. 5-hydroxytryptamine receptor 5A (Homo sapiens), P47898. 340,000 compounds, 0.61% hits. cell-based. AID 504692, 2011; in the data active = activation mostly above about 9.5%, no sharp cut-off; inactive = mostly below about 7.6%;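 note: 0% = cells with vehicle only and 100% = reference agonist; strong numbers were not always called active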
# SR-BI uptake up = activators of SR-BI mediated DiI-HDL uptake, primary screen, ldlA[mSR-BI] CHO cells, DiI fluorescence. 3 h; 100 = double the neutral-control signal. 320,000 compounds, 0.096% hits. activation, % at 12.5 µM. AID 504775, 2011;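 active = mean replicate activation of at least 60% and every replicate at or above 60%; inconclusive = mean or all-replicate condition met, but not both; inactive = mean below 60% and not all replicates reaching 60%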;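 note: 0% = median plate neutral-control signal and 100% = twice that signal; values of inactives mirror those of a sister screen read the other way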
#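 Test system: SR-BI-overexpressing, LDLR-lacking CHO cells; Also added: labelled HDL, 10 µg/mL; Measured by: bottom-read cell fluorescence after medium removal, ex 550/em 595 nm; Timing: 3 h uptake period with compound, 37 °C; Buffer or medium: F12, 0.5% BSA, 25 mM HEPES; Doses: single compound concentration, delivered by pin transfer.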
# dFosB activator = activators of delta FosB homodimer, primary screen, biochemical, fluorescence polarization, TAMRA-CDK5 oligo, single point; activation, % at 25 µM; 340,000 compounds, 0.99% hits; purified delta FosB; percent of positive-control signal above neutral wells;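 active = mean activation above about 17%, with every replicate also reaching it, limit read from the data, passing the limit was not always enough; inconclusive = only one of the two conditions met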;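 note: fluorescence polarization rise as delta FosB binds a TAMRA Cdk5 AP-1 oligo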
# Target sequence (P13346 whole entry, looked up): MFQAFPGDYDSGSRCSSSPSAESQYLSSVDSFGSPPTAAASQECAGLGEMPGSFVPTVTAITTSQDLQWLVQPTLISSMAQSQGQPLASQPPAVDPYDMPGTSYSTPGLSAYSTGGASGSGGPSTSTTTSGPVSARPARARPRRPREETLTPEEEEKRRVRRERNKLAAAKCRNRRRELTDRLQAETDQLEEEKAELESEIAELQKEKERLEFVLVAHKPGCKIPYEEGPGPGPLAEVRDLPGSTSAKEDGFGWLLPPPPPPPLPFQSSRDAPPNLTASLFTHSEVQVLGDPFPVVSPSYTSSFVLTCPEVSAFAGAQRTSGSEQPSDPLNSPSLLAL
# PvdQ inh = P. aeruginosa PvdQ acylase inhibitors, primary screen, biochemical, fluorescence, plate reader and imaging, single point. purified PvdQ acylase. AID 488965, 2010. inhibition, % at 10 µM. PvdQ acylase [Pseudomonas aeruginosa LESB58]. 340,000 compounds, 0.063% hits; in the data active = inhibition above about 30%, passing the limit was not always enough; inconclusive = no clear call, values can overlap the other calls;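 note: 0% = vehicle neutral wells and 100% = reference inhibitor wells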
# Wnt act = Wnt/beta-catenin pathway activators, primary screen, cell-based, plate reader, single point; activation, % at 9.35 µM; 300,000 compounds, 1.2% hits; AID 743398, 2014; Wnt/beta-catenin reporter cell assay, activator; in the data active = activation above about 30%, passing the limit was not always enough; inconclusive = no clear call, values can overlap the other calls;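 note: 0% = neutral control wells and 100% = positive control wells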
# cardiac RTF act = cardiac RTF calcium sensitivity activators, primary screen, biochemical, IANBD-TnC fluorescence, EC20 calcium | activation, % at 7.2 µM | 340,000 compounds, 0.24% hits | IANBD-labeled TnC RTF fluorescence at EC20 calcium; 0% EC20 calcium, 100% full calcium | Troponin I, cardiac muscle (Homo sapiens) + Troponin T, cardiac muscle (Homo sapiens) + …;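 active = activation above the mean over all tested compounds plus 3 SD, cut at about 30% in these data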;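 note: rise in fluorescence read as greater calcium sensitivity of cardiac thin filaments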
# Rtt109 Vps75 = inhibitors of C. albicans Rtt109/Vps75 HAT, primary screen, biochemical, ThioGlo CoA-SH fluorescence, plate reader. purified Rtt109/Vps75, 4 h. inhibition, % at 34.9 µM. Histone acetyltransferase RTT109 (Candida albicans (strain SC5314 / ATCC MYA-2876)), …. 330,000 compounds, 0.16% hits;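 active = inhibition of at least 50% in every replicate; inconclusive = best replicate reaches 50% inhibition but some replicates fall short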
# SR-BI HDL uptake = inhibitors of SR-BI mediated HDL lipid uptake, primary screen, ldlA[mSR-BI] cells, fluorescence, single point | inhibition, % at 12.5 µM | ldlA[mSR-BI] CHO cells, DiI-HDL uptake fluorescence, 3 h | 320,000 compounds, 0.96% hits | AID 488896, 2010;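 active = mean replicate inhibition of at least 70% and a set share of replicates each scoring 70 or more; inconclusive = meets just one of the two criteria; inactive = fails both criteria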;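 note: 0% = median of neutral control wells and 100% = median of positive control wells; values of inactives mirror those of a sister screen read the other way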
# CDK5 inh = inhibitors of human CDK5/p35 kinase, primary screen, biochemical, single concentration; Cyclin-dependent kinase 5 (Homo sapiens) + Cyclin-dependent kinase 5 activator 1 (Homo …; Recombinant CDK5/p35, ADP-Glo luminescence, 60 min; inhibition, % at 10 µM; 330,000 compounds, 0.01% hits;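 active = highest replicate inhibition of at least 50% and at least 75% of replicates reaching 50%; inconclusive = only one of the two criteria met; inactive = both criteria failed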;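 note: plate controls were DMSO neutral control for no effect and GW8510 at 10 µM for full effect; many of its hits are not listed in these tables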
# Target sequence (Q00535 whole entry, looked up): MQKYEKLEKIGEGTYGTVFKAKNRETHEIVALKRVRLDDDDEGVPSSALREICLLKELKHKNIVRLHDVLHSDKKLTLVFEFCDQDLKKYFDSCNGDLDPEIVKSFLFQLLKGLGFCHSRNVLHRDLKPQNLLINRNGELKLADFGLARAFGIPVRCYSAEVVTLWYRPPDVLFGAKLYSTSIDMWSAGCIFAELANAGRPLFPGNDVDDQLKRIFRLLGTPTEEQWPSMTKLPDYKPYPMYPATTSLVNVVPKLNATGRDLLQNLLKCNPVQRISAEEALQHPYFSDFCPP
# Target sequence (Q15078 whole entry, looked up): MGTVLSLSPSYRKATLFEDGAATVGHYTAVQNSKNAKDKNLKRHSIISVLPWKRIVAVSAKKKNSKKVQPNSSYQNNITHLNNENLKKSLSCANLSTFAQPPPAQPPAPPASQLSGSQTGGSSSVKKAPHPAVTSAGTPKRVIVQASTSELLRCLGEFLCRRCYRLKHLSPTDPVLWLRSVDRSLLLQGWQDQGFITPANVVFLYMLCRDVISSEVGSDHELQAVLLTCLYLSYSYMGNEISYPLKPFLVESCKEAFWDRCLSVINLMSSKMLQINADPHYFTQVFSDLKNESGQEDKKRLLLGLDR
# MITF TRPM1 HTS = activators of MITF-driven TRPM1 promoter reporter, primary screen, cell-based, SK-MEL-5, luciferase, single point; SK-MEL-5 TRPM1-promoter luciferase, 24 h; % of positive control, neutral wells = 0; activation, % at 12.5 µM; 300,000 compounds, 0.75% hits; AID 588334, 2011;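 active = mean activation of at least 80% with every replicate also reaching 80%; inconclusive = mean reaches 80% but some replicate falls short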;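 note: 0% = neutral control wells and 100% = parthenolide positive control wells; values of inactives mirror those of a sister screen read the other way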
# * = called active by the depositor; u = inconclusive; x = not tested or not shown; & = joins results of further samples. Rows are unselected, and some 4.4% of all compounds hit somewhere here.
Compound	Wnt act	Rtt109 Vps75	MITF TRPM1 HTS	dFosB activator	SR-BI uptake up	PvdQ inh	SR-BI HDL uptake	cardiac RTF act	HTR5A ag	CDK5 inh
COc1ccc(NC(=O)c2sc(-c3ccccc3)nc2C)c(OC)c1	2	2	13	-3	-18	-10	18	4	2	1.1
CC1(C)CN(c2ccccc2)N(C(=O)c2ccc(F)cc2)C1=O	0	-3	2	0	32	-5	-32	1	3	-0.7
Cc1cccc(N2CCN(C(=O)c3cn4ccccc4n3)CC2C)c1 (stereo not drawn)	-1	6	-4	-2	6	-2	-6	4	1	1.1
O=C(Nc1ccc2c(c1)OCO2)C1(S(=O)(=O)c2ccc(Cl)cc2)CC1	x	2	-1	-4	-9	-22	9	11	-4	-2.9
O=[N+]([O-])c1cccc(/C=N/Nc2ccccn2)c1	u	2	50	3	18	5	-18	-1	0	-0.9
Cc1ccc(-c2csc3ncnc(Sc4nnc(CN5CCCCCC5=O)o4)c23)cc1	-33	6	-85	-13	-27	7	27	-1	0	0.1
CCOc1ccccc1N1CCN(C(=O)c2cc(C)oc2C)CC1	-2	4	-21	-1	-2	-10	2	6	4	-0.3
O=C(Nc1ccccc1)N1CCN(c2nc(-c3ccccc3)ns2)CC1	3	6	x	-9	-26	7	26	-4	2	0.0
CC(C)NC(=O)c1ccc2c(=O)n(C3CCCC3)c(=S)[nH]c2c1	x	-4	x	9	5	-2	-5	-1	9	0.7
O=C(NCCc1ccccc1)c1n[nH]c2ccccc12	52*	-2	63	-4	5	-9	-5	-5	3	4.4
CCCCN1C(=O)c2ccc(C(=O)OCC(=O)NCCc3ccc(S(N)(=O)=O)cc3)cc2C1=O	-1	-2	-5	0	-12	2	12	-3	-2	-1.1
CC(Oc1ccc(Br)cc1)C(=O)Nc1nc(-c2ccccn2)cs1 (stereo not drawn)	-3	-18	-64	-9	6	-12	-6	-3	2	-3.0
CS(=O)(=O)N(CC(N)=O)c1ccc2c(c1)OCO2	-5	-4	2	-3	1	-17	-1	0	4	1.3
CC1=C(C(=O)OCc2ccccc2)C(c2cccc3ccccc23)NC(=O)N1CCCC(=O)O (stereo not drawn)	0	8	9	-6	13	0	-13	-2	3	-0.4
Cc1cc(-c2nnc(SCC(=O)c3ccc(F)cc3)o2)no1	-3	-2	18	2	17	-3	-17	-7	4	1.4
Fc1cccc(CCN2CCN=C2Nc2ccccc2)c1	0	-4	-13	4	2	3	-2	1	4	-0.8
COc1ccc(C(=O)N2CCCC(Nc3ccc(C)c(C)c3)C2)c(OC)n1 (stereo not drawn)	0	0	-5	-6	-7	-8	7	0	7	-1.1
O=C(N/N=C/c1ccccc1O)c1cccc(C(F)(F)F)c1	x	-4	-40	-9	-136	-9	136*	-1	-2	0.5
Cc1nc(SCC(=O)NCc2ccco2)[nH]c(=O)c1C	-2	-9	-8	0	12	12	-12	-5	-7	0.0
C=C(C)CN(CC)c1nc(N)c(C#N)c(CC#N)c1C#N	-4	8	-4	-5	-1	-10	1	2	-4	-0.3
CCOc1ccccc1CNC(=O)c1ccccc1NC(=O)C1=CSCCO1	2	0	-10	-5	-46	-6	46	1	-6	0.2
Oc1cc(NCCc2cccnc2)cc2cccnc12	3	-7	-44	-6	11	-5	-11	9	-1	-1.5
CCc1nc2cccnc2n1-c1ccc(CC(=O)O)cc1	-2	-1	-4	0	-1	-8	1	1	-1	-0.6
O=C(NCc1ccc2c(c1)OCO2)c1ccc2c(c1)OCO2	8	-7	16	-13	x	6	x	1	-4	-0.5
CC(CNC(=S)Nc1cc(F)cc(F)c1)CSc1ccc(Cl)cc1 (stereo not drawn)	6	-8	-5	-1	-43	2	43	-4	10	1.2
COc1ccccc1NC(=S)N1CCN(c2ncccn2)CC1	0	-11	10	-4	6	2	-6	1	3	0.4
COc1ccccc1N1CCN(C(=O)CCSCc2ccccc2F)CC1	2	28	-7	-5	6	4	-6	1	2	-0.7
COc1ccc(CCC(=O)Nc2ccc(C)c([N+](=O)[O-])c2)cc1	u	2	2	-6	28	12	-28	8	0	1.9
O=c1oc2ccccc2cc1-c1nc(-c2cccs2)cs1	x	-6	3	1	-27	-14	27	20	0	-7.2
CCN(CC)c1ccc(C=C2SC(=S)NC2=O)cc1	-3	0	6	-14	-19	-9	19	241*	-4	-1.5
NC(=O)CC(NC(=O)Cc1cccc2ccccc12)c1ccc(NC2CCCCCC2)c([N+](=O)[O-])c1 (stereo not drawn)	-2	3	x	-2	-8	6	8	-3	10	0.1
CCOc1ccc(Cc2c(Cl)nc(SC)nc2N(C)C)cc1	-6	6	-14	-3	2	1	-2	1	-2	-1.6
O=C(/C=C/c1ccco1)Oc1ccc(C(=S)N2CCOCC2)cc1	84*	3	1	-1	-43	-12	43	-3	2	0.2
COc1ccc2nc(C(C)O)[nH]c2c1 (stereo not drawn)	x	x	x	-1	14	4	-14	0	-1	-0.4
Cc1[nH]n(-c2ccc(Br)cc2)c(=O)c1/C=N/NC(=O)c1ccccc1	1	-3	-25	-1	-136	3	136*	2	2	-0.7
CC1(C)Cc2c(c(-c3ccccc3)nc(N3CCCC3)c2C(N)=O)CO1	x	-8	-12	2	-8	-6	8	-4	0	0.3
NS(=O)(=O)c1cccc(NC(=O)COC(=O)Cc2ccc(Cl)cc2)c1	0	-8	1	-1	13	-4	-13	-3	-2	-0.1
O=C(OCC(=O)N1CCN(c2cccc(Cl)c2)CC1)c1ccco1	-3	0	8	1	20	-17	-20	-5	2	-4.7
N#Cc1cn(CC(=O)NCc2cccnc2)c2ccccc12	-2	7	-9	-3	11	6	-11	-5	8	-0.3
Cc1c(C(=O)OC2CCCCC2)[nH]c2c1C(=O)CC(C)(C)C2	-2	-7	53	-1	x	-16	x	-1	-3	-0.7
NS(=O)(=O)c1ccc(N=Nc2c(O)c(C(=O)O)cc3ccccc23)cc1	-1	5	-4	-8	-2	0	2	2	2	18
O=C(N/N=C/c1cccc2ccccc12)c1ccccc1Cl	4	-5	x	-5	-53	-2	53	2	-1	0.5
CCCC(=O)Nc1nc(-c2ccc3c(c2)CCN3S(C)(=O)=O)cs1	x	x	32	-9	-69	-3	69	4	0	1.7
O=C(N1CCN(c2ccc(F)cc2)CC1)C1(c2cccs2)CCOCC1	0	3	7	1	7	0	-7	-5	4	x
O=C(CCc1ccc(S(=O)(=O)N2CCOCC2)cc1)NCCc1ccccn1	x	1	5	-2	13	-14	-13	2	-4	-1.9
CCC1=Nc2cc(C(=O)NCCN3CCOCC3)ccc2Sc2ccc(C)cc21	-2	2	7	-7	2	-16	-2	-8	0	1.0
COc1cccc(/C=C/C(=O)NNC(=O)c2ccco2)c1OC	23	-8	37	1	3	-1	-3	-4	-3	0.1
Cc1cc(N2C(=O)Cc3ccccc3C2=O)ccc1C(C)C	2	10	6	-5	1	4	-1	4	3	0.7
CCOC(=O)CSc1nc2ccccc2c(=O)n1CC1CCCO1 (stereo not drawn)	-3	2	1	-8	7	-10	-7	3	5	1.4
Cc1cccc2cc(CN(CC3CCCO3)C(=O)c3cnccn3)c(=O)[nH]c12 (stereo not drawn)	x	-10	-12	-7	16	-11	-16	1	1	-1.9

# Next records follow.
Compound	Wnt act	Rtt109 Vps75	MITF TRPM1 HTS	dFosB activator	SR-BI uptake up	PvdQ inh	SR-BI HDL uptake	cardiac RTF act	HTR5A ag	CDK5 inh
O=C(COC(=O)c1ccco1)Nc1ccc(Cl)cn1	-1	-1	-15	-2	12	9	-12	-7	3	4.3
O=C(Nc1ccc2nn(-c3ccccc3)nc2c1)c1ccc2c(c1)OCO2	x	-5	6	0	-15	-12	15	1	10	-12
CCCCNC(=O)CSc1nnc(-c2c[nH]c3ccccc23)n1CC1CCCO1 (stereo not drawn)	1	-6	7	4	-4	-3	4	8	0	0.2
O=C(CN1C(=O)NC2(CCCCCCC2)C1=O)NCc1ccc(Cl)cc1	-5	0	4	-5	11	-11	-11	-6	0	-1.7
CC(/C=C/c1ccco1)=N\NC(=O)c1cc(C)[nH]n1	x	0	28	-16	0	-9	0	4	-1	1.5
CCN(Cc1ccccc1)C(=O)C1CCN(CC2CC=CCC2)CC1 (stereo not drawn)	x	1	0	-3	-2	1	2	1	1	-2.4
COC(=O)CN1C(=S)N(C)C(=O)/C1=C/c1cccs1	-4	x	-3	-1	-3	-4	3	5	-1	-1.9
COc1cccc(C(C#N)NCCCNC(C#N)c2cccc(OC)c2OC)c1OC (stereo not drawn)	2	4	-5	-4	-16	-10	16	-7	-4	-0.2
NC(=O)NC(CC(=O)NNC(=O)c1ccccn1)c1ccccc1Cl (stereo not drawn)	-2	-5	1	3	15	-18	-15	3	-3	-1.6
COc1ccc(/C(N)=N/OC(=O)C2CCC(=O)N2S(=O)(=O)c2ccc(C)cc2)cc1 (stereo not drawn)	-3	29	-2	-5	7	-4	-7	5	3	-0.6
COC(=O)CNC(=O)c1cc(-c2ccncc2)nc2ccc(C)cc12	4	4	4	-15	-7	-13	7	2	2	1.0
OC(CCN1CCC2(CC1)OCCO2)C(F)(F)F (stereo not drawn)	-2	1	-6	-2	21	6	-21	12	-1	0.6
C/C(Cn1nc([N+](=O)[O-])cc1C)=N\NC(=O)c1ccc(C(C)(C)C)cc1	-6	18	x	-11	-40	2	40	4	4	-1.1
FC(F)(F)C1CC(c2cccs2)Nc2ncnn21 (stereo not drawn)	x	-4	4	0	11	-10	-11	2	1	0.0
COC(=O)C1=C(C)N(C)C(=O)NC1c1ccsc1 (stereo not drawn)	-2	x	10	-3	21	3	-21	-5	3	-1.1
COCCOC(=O)C1=C(C)NC(=O)NC1c1c(OC)ncnc1OC (stereo not drawn)	-3	-3	-9	-2	-8	-4	8	5	-3	1.9
Cc1ccc(S(=O)(=O)Cc2ccc(C(=O)N3CCN(c4ccc(F)cc4)CC3)o2)cc1	-5&-4	8	1	-8	-1	-2	1	-4	-3	-0.5
